From PubChem
FLuc inh counter: Photinus pyralis luciferase inhibition counter-screen. P08659. ATPLite firefly luciferase biochemical luminescence, 10 min. inhibition, % at 10 µM. hit rate 1.5% among 200,000. AID 1006;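 active = inhibition above about 50% when tested at 10 µM, limit read from the data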
Target sequence (P08659 whole entry, looked up): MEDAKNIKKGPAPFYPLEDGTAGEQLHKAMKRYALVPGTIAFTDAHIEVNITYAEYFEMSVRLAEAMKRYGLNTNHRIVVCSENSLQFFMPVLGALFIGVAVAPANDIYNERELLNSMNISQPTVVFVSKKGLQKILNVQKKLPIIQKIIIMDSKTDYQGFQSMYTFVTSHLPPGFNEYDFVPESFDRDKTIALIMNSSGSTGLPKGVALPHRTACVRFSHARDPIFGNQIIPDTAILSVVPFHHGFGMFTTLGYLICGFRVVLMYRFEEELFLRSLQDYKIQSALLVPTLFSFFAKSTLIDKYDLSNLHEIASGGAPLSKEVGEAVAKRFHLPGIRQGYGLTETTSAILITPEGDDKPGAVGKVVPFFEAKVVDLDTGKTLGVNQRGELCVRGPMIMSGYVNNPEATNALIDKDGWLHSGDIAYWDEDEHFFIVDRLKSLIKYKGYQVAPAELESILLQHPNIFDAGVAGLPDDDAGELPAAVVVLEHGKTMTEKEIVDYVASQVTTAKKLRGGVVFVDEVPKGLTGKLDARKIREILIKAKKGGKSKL
Diaphorase act: counter-screen for diaphorase-based assays: diaphorase activators and chemical reducers; AID 1229; Diaphorase/resazurin coupled assay, resorufin fluorescence, 16 min; hits give high values; 1 = vehicle wells, 0 = NADH-free wells; activation factor at 20 µM; hit rate 0.005% among 190,000;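 active = diaphorase activity raised at least twofold by the compound at 20 µM; inactive = activation factor below 2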
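Material: bacterial diaphorase enzyme (C. kluyveri); amount: enzyme 0.07 U/mL final; reagent: NADH substrate 0.114 mM plus resazurin dye 0.1 mM, final; doses: single compound dose of 20 µM, 1% DMSO final; timing: 16 min enzyme reaction, ambient temperature; measured by: fluorescence of resorufin, 544 nm excitation, 590 nm emission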
Diaph inh CS: diaphorase inhibition or chemical oxidation counter-screen | diaphorase resazurin-to-resorufin fluorescence, NADH, 16 min; bacterial (C. kluyveri) enzyme, not human | inhibition, % at 20 µM | hit rate 0.69% among 190,000 | AID 1217;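 active = primary screen inhibition at 20 µM above a set limit, cut at about 50% in these data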;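 also: plate controls were DMSO with full reaction for no effect and wells lacking NADH for full effect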
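Test system: bacterial diaphorase enzyme (C. kluyveri); Quantity: 0.14 U/mL diaphorase, enzyme working solution; Times: reaction incubation of 16 min at room temperature; Measured by: fluorescence of resorufin formed from resazurin, Ex 544/Em 590 nm; Benchmarks: positive control minus NADH, DMSO neutral control.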
FLuc act counter: affects firefly luciferase, flagging false hits in luciferase stimulation screens; P08659; ATPlite luciferase biochemical, luminescence, 10 min; 0 = ATP-free wells, 1 = DMSO control; activation factor at 10 µM; 200,000 tested, under 10 active; AID 1027;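 active = luciferase activation factor, scaled between plate controls, of at least 2 with compound at 10 µM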
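assay system = Luciferase/luciferin detection reagent, cell-free biochemical luciferase assay | also added = ATP substrate | times = 10 min post-reagent at room temperature | measured by = luminescence from luciferase reaction | measure = luciferase activation, seen as luminescence increase over controls | benchmarks = low control with PBS replacing ATP, high control enzyme plus ATP without compound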
APP 5'UTR act: activates APP 5'UTR luciferase reporter. hit rate 1% among 190,000. activation, % at 2 µM. SH-SY5Y APP 5'UTR luciferase reporter, luminescence; zero percent = DMSO vehicle wells;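 active = activation above a set limit, based on mean plus 3 SD of controls, cut at about 140% in these data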; also: values of inactives mirror those of a sister screen read the other way
STAT1 activator: increases IFN-gamma driven STAT1 reporter signal; NIH 3T3 STAT1-luciferase reporter, luminescence; 100% = IFN-gamma alone, no compound; activation (% of control), % at 5.5 µM; hit rate 2.6% among 200,000;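 active = activation above the screen-wide mean activation plus 3 SD, cut at about 130% in these data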;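 also: raw ratio to IFN-gamma control signal so 100% means no change and 0% no light; values of inactives mirror those of a sister screen read the other way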
APP 5UTR inh: APP translation inhibition | SH-SY5Y APP 5'UTR-luciferase reporter, luminescence | inhibition, % at 2 µM | hit rate 0.82% among 190,000;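 active = inhibition above a set limit, derived from the sample mean plus 3 SD, cut at about 45% in these data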; also: values of inactives mirror those of a sister screen read the other way
NF-kB neuron act: NF-kB expression increase, human neuronal cells; NF-kB reporter expression; hits give high values; fold change at 12.5 µM; hit rate 1.6% among 190,000; in the data active = fold change above about 3.3
G6PDH CS: counter-screen for G6PDH assay hits: L. mesenteroides G6PDH inhibition; AID 1020; inhibition, % at 5 µM; hit rate 0.12% among 200,000; Purified L. mesenteroides G6PDH, diaphorase/resazurin coupled fluorescence, 45 min; in the data active = inhibition above about 50%
TLR4 MyD88 comp: blocks binding of human TLR4 to MyD88. O00206+Q99836. HeLa CL3-4 TLR4/MyD88 BLA complementation, FRET ratio. hit rate 0.18% among 200,000. AID 861. inhibition, % at 8.4 µM; in the data active = inhibition above about 25%;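 also: 0% = vehicle and 100% = reference inhibitor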
The depositor's hits bear a star; x = no result given.

SMILES	FLuc inh counter	Diaphorase act	Diaph inh CS	FLuc act counter	APP 5'UTR act	STAT1 activator	APP 5UTR inh	NF-kB neuron act	G6PDH CS	TLR4 MyD88 comp
CC(NC(=O)CCc1ccccc1)c1cc2c(cc1Cl)OCCO2 (stereo not drawn)	1	0.9	10	1	17	105	-17	1	2	-10
CCN1CCN(S(=O)(=O)c2cc(OCC(=O)NC3CCCCC3)c(C)cc2Cl)CC1	0	0.8	15	1	-42	81	42	0.68	2	-4
C=CCn1c(=S)[nH]c2ccc(Br)cc2c1=O	-6	0.8	19	1.1	6	108	-6	0.9	6	-1
COc1ccc(OCCSc2nc(N)cc(N)n2)cc1	18	1	-2	0.8	71	122	-71	2.2	1	-1
Cn1c(=O)c2c(nc(N3CCc4ccccc4C3)n2Cc2ccc(Br)cc2)n(C)c1=O	-7	0.9	6	1.1	3	102	-3	0.88	-2	-3
O=C(OCn1nnc2ccccc2c1=O)c1ccc(Br)o1	-8	1	4	1.1	10	97	-10	2.1	0	6
Cc1c(NC(=O)C(C)OC(=O)CCC2CCCC2)c(=O)n(-c2ccccc2)n1C (stereo not drawn)	0	0.9	9	1	12	101	-12	1.1	6	1
CCCCn1nc2cc(C(=O)NCc3cc(C(F)(F)F)cc(C(F)(F)F)c3)ccc2c1OCC	-9	0.8	24	1.1	-1	100	1	0.97	-11	-5
Cc1cccc(NC(=O)c2ccc(NC(C)c3ccccc3)c([N+](=O)[O-])c2)n1 (stereo not drawn)	0	1.1	-12	1	-12	97	12	x	20	2
COc1ccc(-c2cc(=NC(CC(C)C)C(=O)O)c3cc(C)ccc3o2)cc1 (stereo not drawn)	11	0.9	8	0.9	126	156*	-126	4.3*	0	-26
Cc1ccc(CNC(=S)Nc2ccc(OC(F)F)cc2C)cc1	-6	1	2	1.1	8	96	-8	0.92	17	-13
CC1(C)CC(=O)C(C=NCC(N)=O)=C(O)C1	-1	1.1	-5	1	-9	99	9	1	5	-18
CC1CN(Cc2nc3c(c(=O)n(C)c(=O)n3C)n2CC(O)CO)CC(C)O1 (stereo not drawn)	-6	0.9	5	1.1	-7	98	7	1.1	10	-8
COc1ccc2[nH]c(C)c(CCNC(=S)Nc3cc(C)cc(C)c3)c2c1	-5	0.8	23	1	-4	102	4	0.98	7	-4
CCOC(=O)N1CCN(C(=O)c2cccn3c(=O)c4c5c(sc4nc23)CCCC5)CC1	-2	0.7	30	1	9	96	-9	1.1	0	17

STAT1 activator, what is marked active above.
| Molecule | APP 5'UTR act | STAT1 activator | APP 5UTR inh | NF-kB neuron act | TLR4 MyD88 comp |
| --- | --- | --- | --- | --- | --- |
| COc1ccc(-c2cc(=NC(CC(C)C)C(=O)O)c3cc(C)ccc3o2)cc1 (stereo not drawn) | 126 | 156* | -126 | 4.3* | -26 |

The listing picks up, repeating the 2 entries before the break.
SMILES	FLuc inh counter	Diaphorase act	Diaph inh CS	FLuc act counter	APP 5'UTR act	STAT1 activator	APP 5UTR inh	NF-kB neuron act	G6PDH CS	TLR4 MyD88 comp
COc1ccc2[nH]c(C)c(CCNC(=S)Nc3cc(C)cc(C)c3)c2c1	-5	0.8	23	1	-4	102	4	0.98	7	-4
CCOC(=O)N1CCN(C(=O)c2cccn3c(=O)c4c5c(sc4nc23)CCCC5)CC1	-2	0.7	30	1	9	96	-9	1.1	0	17
CN1CCN(C(=O)c2c(O)c3cccc4c3n(c2=O)CCC4)CC1	1	0.9	7	1	-16	96	16	1.4	4	2
CCn1c(CN2CCN(CCO)CC2)nc2ccccc21	-3	1.1	-9	1	19	102	-19	1.2	6	0
CC(=O)OC1c2ccccc2C(=O)N1c1ccccc1C (stereo not drawn)	-10	0.8	15	1.1	3	91	-3	0.97	6	-9
O=C(CCl)c1ccc(Cc2ncc(C(F)(F)F)cc2Cl)s1	-1	1	4	1	16	94	-16	0.98	4	-13
O=C1C=C(c2ccccc2)C[C@H](c2cccs2)[C@H]1n1nnc([N+](=O)[O-])n1	-4	0.9	12	1	-15	94	15	0.86	-9	4
COc1ccc(CCNC(=O)N2c3ccccc3Sc3ccccc32)cc1	x	x	x	x	5	99	-5	x	x	-9
Cc1ccc2c(C(=O)CN3CCN(C4CCCCC4)CC3)c(C)[nH]c2c1	-7	1.2	-22	1.1	-6	97	6	0.96	6	-11
CCN(C(=O)CSc1nnc(Nc2ccccc2)s1)C1CCS(=O)(=O)C1 (stereo not drawn)	19	1	3	0.8	11	100	-11	1.1	-5	-3
NC(=O)CCn1c(=O)oc2ccccc21	-6	1	5	1.1	-1	94	1	1.2	-4	6
CC(=O)NCC1CCCN(Cc2cn(-c3ccccc3)nc2-c2ccc3c(c2)OCO3)C1 (stereo not drawn)	-6	1	-3	1.1	14	96	-14	0.94	0	-2
O=C(/C=C/c1cccs1)NC(=S)NNC(=O)c1ccccc1O	0	0.6	35	1	-18	98	18	0.67	0	6
NS(=O)(=O)c1ccc(CCNC(=S)NC2CCCC2)cc1	-6	0.9	10	1.1	9	101	-9	1.1	12	4
CC(C)C(=O)Nc1cccc(-c2cn3ccsc3n2)c1	19	0.9	10	0.8	-1	116	1	1.2	4	16
CN(C)CCCNC(=O)CCC1CCCCC1	-9	0.9	10	1.1	34	103	-34	1.3	-3	11
CCCN(CCC)C(=O)CC(c1ccccc1)c1cc(C)ccc1O (stereo not drawn)	-8	0.8	17	1.1	2	99	-2	0.78	7	9
Cc1ccc(CNC(=O)Cn2c(=O)oc3ccccc32)o1	-8	0.8	16	1.1	20	88	-20	1.3	2	6
COc1ccc([N+](=O)[O-])cc1COc1cc(C)cc2oc(=O)cc(-c3ccccc3)c12	-8	0.9	10	1.1	-16	96	16	1	4	22
CCOC(=O)c1c(C)[nH]c(C(=O)Nc2ccc(C)c(Cl)c2)c1C	1	0.9	9	1	163*	128	-163	3.8*	-4	-5
Nc1ncnc(N2CCc3ccccc32)c1[N+](=O)[O-]	-4	0.9	6	1	-28	85	28	0.95	0	-12
O=C(NCc1ccccc1Cl)c1ccccc1Oc1ccccc1	-2	0.9	7	1	-6	104	6	2.4	-13	-4
CN(C)S(=O)(=O)c1ccc2c(c1)C(CC(=O)O)OC2=O (stereo not drawn)	-3	0.9	14	1	24	106	-24	0.89	-10	1
Cc1ccc(S(=O)(=O)Cc2cc(-c3ccc(Cl)cc3)no2)cc1	-8	0.8	16	1.1	18	102	-18	0.95	8	-2
c1ccc(Oc2cc(-c3ccccc3)nc(-c3ccccc3)n2)cc1	-17	0.9	13	1.2	13	98	-13	1.4	1	-7
COc1ccc(Cn2c(=O)oc3ccc(C)cc32)cc1OC	-4	0.9	14	1	-4	78	4	0.9	-5	-1
COc1ccc(C(=O)N(CC(=O)NC(C)(C)C)c2ccc3c(c2)OCCO3)cc1OC	-8	0.8	16	1.1	28	100	-28	1.1	-2	6
O=S(=O)(c1ccc2ccccc2c1)N1CCN=C1SCc1cccnc1	-6	0.8	22	1.1	15	88	-14	0.86	10	7
CCOC(=O)n1c(=O)n(C)c2ccc(Br)cc21	-6	0.9	8	1.1	-12	105	12	1.2	-4	-4
CC1CCCC(NC(=O)CCn2c(=O)oc3ccccc32)C1C (stereo not drawn)	-8	0.9	7	1.1	9	92	-9	0.97	0	9
COc1ccc2c(Cl)c(-c3nnco3)sc2c1	-7	0.9	6	1.1	8	103	-8	1.7	28	-17
CC(=O)/C(=N\Nc1cccc(Cl)c1)Sc1nnc(-c2ccccc2)n1-c1ccccc1	-3	0.9	8	1	-10	94	10	1.3	-12	-5
CN1CCN(/C(=N\O)c2nonc2N)CC1	-3	1	0	1	2	105	-2	1.3	17	8
COc1ccc(NC(=O)CC2Nc3cccc4cccc(c34)NC2=O)cc1 (stereo not drawn)	-2	0.2	75*	1	5	94	-5	0.9	23	-7
CCNC(=O)CCC(=O)Nc1cc(Cl)ccc1C	-3	0.9	7	1	7	98	-7	1.1	5	-1
COC(=O)Cc1c(C)nc2nc(-c3ccc(Cl)cc3)[nH]n2c1=O	58*	0.9	12	0.4	-13	94	13	1.5	-3	-5
COc1cc(C(=O)NC(=S)NNC(=O)c2cnccn2)cc(OC)c1OC	-8	0.5	51*	1.1	-1	86	1	1.6	-8	-1
CN(CC(=O)N1CCN(c2ccc(F)cc2)CC1)S(=O)(=O)c1ccc(F)cc1	-1	0.9	11	1	0	102	0	1.1	5	-13
OCCNc1nc(Nc2ccccc2)nc2ccccc12	3	1	-2	1	1	95	-1	1.1	-4	6
CCOC(=O)c1nc(-c2ccc(OC)c(OC)c2)no1	-4	0.9	10	1	-4	103	4	1	-2	6
CCc1c(O)nc(SCC(=O)Nc2ccccc2C)[nH]c1=O	-4	1	2	1	11	96	-11	1.3	0	-12
CCN(CC)C(=O)c1sc(NC(=O)c2ccc3c(c2)OCO3)c(C#N)c1C	2	0.9	11	1	1	99	-1	0.86	4	6
O=C1NCCN1C(=O)c1ccco1	-3	0.9	9	1	5	95	-5	1.1	2	9
COc1ccccc1C1CCCN1Cc1nc(-c2cc3c(cc2Cl)OCO3)oc1C (stereo not drawn)	-1	0.9	6	1	-19	96	20	0.9	13	-12
CSCCC1NC(=O)N(C(C)C(=O)Nc2cc(Cl)cc(Cl)c2)C1=O (stereo not drawn)	-2	1	0	1	-5	105	5	1.1	10	2
COCCNC(=O)CN(CC1CCCO1)C(=O)CCC(=O)Nc1ccccn1 (stereo not drawn)	-9	0.9	12	1.1	-1	101	2	1.6	2	-9
O=C(O)CCc1nn2cc(-c3ccccc3)nc2[nH]c1=O	-1	1	3	1	13	98	-13	1.2	-3	4
CC(C)N(C(=O)CSc1nc2ccccc2n1-c1ccccc1)C(C)C	-1	0.9	8	1	4	100	-4	0.57	4	-8
Cc1ccc(S(=O)(=O)NCC(=O)OCC(=O)c2c(N)n(C)c(=O)n(C)c2=O)cc1	-14	0.9	9	1.1	-9	95	9	1.1	-7	-2
COc1ccc(Cc2nc(-c3cccs3)no2)cc1	0	0.8	23	1	20	123	-20	1.7	2	-10
Cc1cccc(NC(=O)CN2C(=O)N/C(=C\c3ccc(N4CCOCC4)cc3)C2=O)c1	10	0.7	26	0.9	23	120	-23	1.6	3	-3
O=C(N/N=C/c1sc(N2CCOCC2)nc1-c1ccccc1)c1cccc(S(=O)(=O)N2CCCC2)c1	-9	0.8	19	1.1	9	90	-9	0.41	1	4
O=C1NC2NC(=O)N(C(Cc3ccccc3)C(=O)O)C2N1 (stereo not drawn)	-2	1	3	1	8	112	-8	1.1	5	-4
O=c1oc2ccccc2cc1-c1nc2ccccc2o1	36	1	5	0.6	152*	122	-152	4.4*	-4	10

The order is random; any-hit rate near 5.6%.
